High-throughput results deposited in PubChem BioAssay by Sanford-Burnham Center for Chemical Genomics.
PfG6PD inh: PfG6PD enzyme inhibitors, primary screen, biochemical, fluorescence intensity, uHTS; PfGluPho enzyme, NADPH resazurin-diaphorase fluorescence; AID 504690, 2011; 350,000 tested, 0.78% active; inhibition, % at 20 µM; glucose-6-phosphate dehydrogenase-6-phosphogluconolactonase (Plasmodium falciparum 3D7);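 active = inhibition reaching at least a set limit at 20 µM in the primary screen, cut at about 59% in these data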;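 also: 0% = DMSO wells with substrate and 100% = DMSO wells lacking glucose-6-phosphate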
Apaf-1 inh: inhibitors of human Apaf-1 apoptosome, primary screen, biochemical, DEVD-Rh110 fluorescence, uHTS; 330,000 tested, 0.71% active; reconstituted apoptosome caspase-3 activity; Apoptotic protease-activating factor 1 (Homo sapiens), O14727; inhibition, % at 20 µM; active = inhibition of at least 40% at 20 µM;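 also: plate controls were DMSO wells for no effect and DEVD-CHO caspase inhibitor wells for full effect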
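Material: reconstituted apoptosome with Apaf-1, cytochrome c, caspase-9, procaspase-3, dATP / Buffer or medium: pH 7.5 Hepes buffer with CHAPS, BSA, DTT / Also added: cytochrome c with DEVD-Rh110 / Schedule: compound with Apaf-1, dATP, procaspase-3 30 min, then 50 min reaction, room temperature / Technique: rhodamine 110 fluorescence at Ex 480/Em 540 nm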
SENP7 inh: SENP7 protease inhibitors, primary screen, biochemical, luminescence, uHTS | Sentrin-specific protease 7 (Homo sapiens), Q9BQF6 | AID 434973, 2010 | inhibition, % at 5 µM | 330,000 tested, 1.5% active | recombinant SENP7, Z-RLRGG-aminoluciferin luminescence, 40 min;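 active = inhibition above about 50% at the single test dose, limit read from the data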;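 also: plate controls were DMSO with enzyme for no effect and no enzyme buffer wells for full effect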
Target sequence (Q9BQF6 706-1050 limits assumed): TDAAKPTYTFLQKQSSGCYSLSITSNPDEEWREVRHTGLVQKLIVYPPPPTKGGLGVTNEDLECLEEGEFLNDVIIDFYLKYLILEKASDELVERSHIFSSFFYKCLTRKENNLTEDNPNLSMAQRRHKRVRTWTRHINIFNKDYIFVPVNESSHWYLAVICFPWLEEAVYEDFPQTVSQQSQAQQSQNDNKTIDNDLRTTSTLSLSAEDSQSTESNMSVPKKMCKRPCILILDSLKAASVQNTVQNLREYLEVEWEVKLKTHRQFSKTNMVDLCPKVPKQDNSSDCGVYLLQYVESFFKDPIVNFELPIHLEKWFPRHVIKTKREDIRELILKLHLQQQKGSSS
HKDC1 inh: HKDC1 hexokinase inhibitors, primary screen, biochemical, fluorescence, uHTS; Q2TB90; inhibition, % at 20 µM; recombinant HKDC1, G6PDH/diaphorase resazurin coupled fluorescence; 340,000 tested, 0.16% active;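 active = inhibition above about 35% when tested at 20 µM, limit read from the data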;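 also: plate controls were DMSO wells with enzyme for no effect and DMSO wells lacking enzyme for full effect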
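Incubation: 90 min at room temperature in dark / Material: recombinant HKDC1 (HK5) hexokinase enzyme, produced in-house / Quantity: enzyme 5 µg/mL final / Compound: one dose of 20 µM, 1% DMSO / Reagent: glucose and ATP substrates / Buffer or medium: Tris pH 8.0 buffer with MgCl2, Tween-20, BSA, BME / Technique: resorufin fluorescence at 613 nm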
SENP6 block: SENP6 protease inhibitors, primary screen, biochemical, luminescence, uHTS; 330,000 tested, 1.8% active; AID 2599, 2010; Sentrin-specific protease 6 (Homo sapiens), Q9GZR1; inhibition, % at 10 µM; Recombinant SENP6 catalytic domain, aminoluciferin luminescence;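 active = inhibition above about 50% at the single tested dose, limit read from the data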;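 also: plate controls were DMSO wells with enzyme for no effect and DMSO wells lacking enzyme for full effect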
Target sequence (Q9GZR1 628-1112 limits assumed): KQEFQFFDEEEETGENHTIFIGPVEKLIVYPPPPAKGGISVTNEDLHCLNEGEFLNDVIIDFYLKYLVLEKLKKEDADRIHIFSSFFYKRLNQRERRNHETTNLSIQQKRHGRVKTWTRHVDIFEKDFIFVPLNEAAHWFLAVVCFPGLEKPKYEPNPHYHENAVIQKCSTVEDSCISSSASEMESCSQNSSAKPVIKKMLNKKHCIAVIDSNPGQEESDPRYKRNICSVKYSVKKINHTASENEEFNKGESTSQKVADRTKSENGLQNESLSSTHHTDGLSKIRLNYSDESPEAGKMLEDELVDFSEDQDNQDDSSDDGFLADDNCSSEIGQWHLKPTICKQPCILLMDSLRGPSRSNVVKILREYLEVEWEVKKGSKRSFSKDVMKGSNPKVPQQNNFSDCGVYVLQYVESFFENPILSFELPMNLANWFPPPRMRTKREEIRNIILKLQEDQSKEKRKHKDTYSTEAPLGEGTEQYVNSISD
SENP1 FRET inh: human SENP1 catalytic domain inhibitors, primary screen, biochemical, FRET, uHTS. recombinant SENP1 catalytic domain, CyPet-SUMO1-YPet FRET cleavage. inhibition, % at 10 µM. 360,000 tested, 0.21% active. AID 624204, 2012;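 active = inhibition at least 30% at 10 µM, raw YFP signal under a set limit, fluorescence ratio 0.5 to 1.5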;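 also: 0% = enzyme with DMSO and 100% = no enzyme wells; some results filed as inactive read as strong as hits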
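Assay system – human recombinant His6-tagged SENP1 catalytic domain enzyme · Input – SENP1 enzyme, 20 pM final · Buffer or medium – Tris pH 8 buffer plus EDTA, NaCl, BME, BSA, NP40, catalase · Schedule – 50 min reaction at room temperature · Technique – FRET read of cyan and yellow fluorescence · Control set – no-enzyme wells low, DMSO-plus-enzyme wells high control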
SENP8 block-1: human SENP8 protease inhibitors, primary screen, biochemical, fluorescence, Nedd8 protein substrate, uHTS; Sentrin-specific protease 8 (Homo sapiens), Q96LD8; recombinant SENP8; inhibition, % at 20 µM; 360,000 tested, 0.64% active; AID 602440, 2012; in the data active = inhibition mostly above about 40%, no sharp cut-off; inactive = mostly below about 27%
Target sequence (Q96LD8 whole entry, looked up): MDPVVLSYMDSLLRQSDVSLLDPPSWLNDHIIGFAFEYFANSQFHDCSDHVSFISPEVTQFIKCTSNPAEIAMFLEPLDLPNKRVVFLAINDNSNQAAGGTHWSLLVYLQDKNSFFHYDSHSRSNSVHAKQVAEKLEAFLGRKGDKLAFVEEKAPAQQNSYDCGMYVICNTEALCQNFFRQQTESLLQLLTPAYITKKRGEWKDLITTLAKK
SENP8 block-2: SENP8 protease inhibitors, primary screen, biochemical, luminescence | AID 2540, 2010 | inhibition, % at 10 µM | purified SENP8, Z-RLRGG-aminoluciferin cleavage | 330,000 tested, 1.2% active; in the data active = inhibition above about 50%
Active calls of the source: *; . = no result given.

Molecule	PfG6PD inh	Apaf-1 inh	SENP7 inh	HKDC1 inh	SENP6 block	SENP1 FRET inh	SENP8 block-1	SENP8 block-2
Cc1cc(SC(C)C(=O)O)nc2ccccc12 (stereo not drawn)	-4	2	-3	-8	-38	0	-1	-10
CC1(C)CC(=O)C(C(c2ccco2)C2C(=O)CC(C)(C)CC2=O)C(=O)C1	-10	8	0	3	12	3	8	7
Nc1nc(CSc2ccc(Cl)cc2)nc(N2CCCCC2)n1	17	10	-4	1	-8	3	11	-3
CCOC(=O)/C(=C\c1ccc([N+](=O)[O-])cc1)C(=O)c1cc(C(C)=O)c(Nc2ccccc2)s1	3	23	3	33	-29	-1	0	6
CCCSc1ccc(-c2nn(-c3ccccc3)cc2/C=C(/C#N)C(=O)NCCCOC)cc1	-5	23	5	5	-2	4	-311	2
CCc1ccc(C(=O)NNC(=O)C2CC(=O)N(c3ccc4c(c3)OCCO4)C2)cc1 (stereo not drawn)	-5	-3	1	-4	2	3	7	-15
COc1ccc(NC(=O)N2CCCC(C(=O)Nc3ccccc3OC)C2)cc1 (stereo not drawn)	9	2	-1	4	-4	0	9	5
CC(=O)N1CCc2ccc(S(=O)(=O)Nc3ccccc3Cl)cc21	-20	-5	0	-6	-10	4	15	-9
Cc1cccc(NC(=O)CCC(=O)OCC(=O)c2ccc(Oc3ccc([N+](=O)[O-])cc3)cc2)c1	-1	-5	4	5	20	2	14	4
CCOc1ccccc1NS(=O)(=O)c1ccc2[nH]c(=O)ccc2c1	-10	-5	5	15	-11	2	16	-9
O=S(=O)(NCCCCCNS(=O)(=O)c1ccccc1)c1ccccc1	-6	8	-15	-7	-10	0	9	-10
COc1ccc2nc(COC(=O)c3cccs3)c(C(C)=O)[n+]([O-])c2c1	-6	-2	5	-4	7	-3	-32	-7
Cc1ccc(C(=O)Nc2ccn(C)n2)cc1	-3	-5	12	-4	9	1	10	3
COc1ccc(CC2(C)OC(c3ccc(C)cc3)=NN2C(C)=O)cc1 (stereo not drawn)	-3	3	5	-9	-7	1	-192	1
COc1cccc(Cn2cnc3c(NS(=O)(=O)c4ccc(Cl)cc4Cl)c(C)c(C)cc32)c1	17	-66	5	4	-3	2	8	8

Reprinted from the part before: 5 entries, followed by the next part.
Molecule	PfG6PD inh	Apaf-1 inh	SENP7 inh	HKDC1 inh	SENP6 block	SENP1 FRET inh	SENP8 block-1	SENP8 block-2
O=S(=O)(NCCCCCNS(=O)(=O)c1ccccc1)c1ccccc1	-6	8	-15	-7	-10	0	9	-10
COc1ccc2nc(COC(=O)c3cccs3)c(C(C)=O)[n+]([O-])c2c1	-6	-2	5	-4	7	-3	-32	-7
Cc1ccc(C(=O)Nc2ccn(C)n2)cc1	-3	-5	12	-4	9	1	10	3
COc1ccc(CC2(C)OC(c3ccc(C)cc3)=NN2C(C)=O)cc1 (stereo not drawn)	-3	3	5	-9	-7	1	-192	1
COc1cccc(Cn2cnc3c(NS(=O)(=O)c4ccc(Cl)cc4Cl)c(C)c(C)cc32)c1	17	-66	5	4	-3	2	8	8
Cc1nn(-c2ccccc2)c(C)c1C(=O)OCC(=O)N(C)C1CCS(=O)(=O)C1 (stereo not drawn)	-13	-1	14	0	-8	1	-16	-1
CCc1sc(C(=O)NNC(=O)CNC(=O)c2ccccc2F)cc1C	-19	-8	0	-5	-1	-7	2	-4
Cc1cc(OCCCCN2C(=O)NC(C)(C)C2=O)ccc1[N+](=O)[O-]	-6	-1	2	0	-16	-2	8	-5
CCOc1cc(C)nc(NCc2ccccc2)n1	-10	4	1	1	-8	1	11	-5
CCN1C(=O)[C@H]2[C@@H](c3ccc(Cl)cc3)N3C(=O)CN(CC4CC4)C(=O)[C@@]3(C)[C@H]2C1=O	9	-9	0	-3	5	0	20	3
CCOC(=O)c1c(O)c2cc(Cl)ccc2n(CC)c1=O	15	-5	9	-4	-7	2	-2	-1
C[C@@H]1CN(S(=O)C(C)(C)C)[C@@H](CCO)/C1=C\CCO (stereo partly drawn)	6	.	.	-4	.	0	10	.
C/C(N)=C(/C#N)C(=O)COC(=O)CSc1ccc2ccccc2c1	4	-3	4	-6	15	0	1	6
COc1ccccc1N1CCN(CC(=O)Nc2cc(F)ccc2C)CC1	5	3	-4	-5	-14	0	37	-7
O=C(O)c1[nH]c2ccc(Br)cc2c1CCN1C(=O)c2cccc([N+](=O)[O-])c2C1=O	-17	2	10	0	13	3	22	6
COc1ccc(C(=O)/C=C/C(=O)N(CC(=O)NC2CCCCC2)Cc2ccccc2OC)c(O)c1	41	.	.	4	.	3	6	.
CN(CCCN1CCOCC1)C(=O)c1cc(COc2ccc(F)cc2F)on1	-12	4	-7	-3	-9	-1	18	2
O=C(Nc1ccccc1N1CCOCC1)c1ccc(Cl)nc1	-6	-5	0	-7	-16	3	10	-2
CC(=O)N1CCN(C(=O)CCNS(=O)(=O)c2ccccc2)CC1	-10	13	-4	-1	-9	1	10	-14
C/C(=N/NC(=O)CN1CCN(S(=O)(=O)c2ccc(C)cc2)CC1)c1cccc(O)c1	-2	3	-5	2	-36	-1	0	-3
c1ccc(CSc2nnc(-c3cccs3)o2)cc1	2	-23	-2	-5	1	2	0	-1
O=S(=O)(NCc1ccco1)c1ccc(S(=O)(=O)N2CCCC2)cc1	-6	-1	3	17	-28	0	10	4
CC(C)(O)/C=C/C(=O)[C@](C)(O)C1[C@H](O)C[C@@]2(C)C3CC=C4C(C=C(O[C@@H]5O[C@H](CO)[C@@H](O)[C@H](O)[C@H]5O)C(=O)C4(C)C)[C@]3(C)C(=O)C[C@]12C (stereo partly drawn)	-14	8	7	-1	0	2	16	3
O=C1NC2(CCc3ccccc3C2)C(=O)N1CCOc1cccc(Cl)c1 (stereo not drawn)	-7	7	7	2	3	-1	13	-3
CC(C)(O)[C@@H]1[C@@H]2C[C@@]3(CC[C@]4(C)C(CCC5[C@@]6(C)CC[C@H](O)C(C)(C)C6CC[C@]54C)[C@@H]13)C(=O)O2 (stereo partly drawn)	-8	-1	-9	-5	2	0	16	10
Cc1cc(C(=O)Nc2ccccc2)c(C)o1	-1	-3	-12	-4	1	0	12	-11
CN(C)c1ccc(/C=N/Nc2ccc(-n3ccnc3)nn2)cc1	31	0	7	-1	-6	3	25	-10
COc1ccc(N2CCN(C(=O)NC3CCCCC3)CC2)cc1	3	4	-1	-7	-15	3	22	6
Nc1c(C(=O)N2CCCCC2)sc(=S)n1-c1ccccc1	79*	-8	6	-22	4	3	25	-1
COc1ccccc1CN1CC(C(=O)N2CCN(c3ccc(F)cc3)CC2)CC1=O (stereo not drawn)	1	-14	-13	-8	-18	2	14	-11
COc1cccc(NC(=O)C2CC(=O)n3cnnc3S2)c1 (stereo not drawn)	2	14	1	3	-2	1	26	5
Cc1ccc(SCc2nc3ccccc3n2CC(=O)Nc2ccc(Cl)cc2)cc1	-8	3	2	-12	-4	-2	4	-5
CCOC(=O)c1ccc2nc(C)c(CCC(C)=O)c(Cl)c2c1	-25	3	-4	0	4	3	8	-3
O=C(O)c1ccc(-c2ccc(O)c(F)c2)cc1	-8	13	-17	-3	-6	1	-113	-18
CN(C)CCCNC(=O)C[C@H]1C[C@H](C(=O)N2CCOCC2)[C@@]2(CCC3CCCC3)c3[nH]c4cc(CCC(=O)N(C)C)ccc4c3CCN2C1=O	4	20	-6	-1	.	1	13	.
CCCC(=O)Nc1nnc(S(=O)(=O)N(CC)c2ccccc2)s1	-26	4	-1	1	14	1	23	4
Cc1cc(-c2nnco2)c(C)n1-c1ccc(F)cc1	10	-1	-5	-5	-2	0	14	4
O=C1NC(=O)C(c2ccccc2)(c2ccccn2)N1 (stereo not drawn)	-4	.	.	-8	.	1	13	.
CC(=O)c1ccc(NC(=O)c2cc(=O)[nH]c3ccccc23)cc1	12	-15	-1	-7	2	-4	-46	5
COc1ccccc1NC(=S)N(CCN1CCOCC1)Cc1ccccc1F	-17	2	-4	-4	0	-2	-4	8
CC(C)c1ccccc1NC(=S)NCCCn1ccnc1	4	6	-11	-12	-17	1	5	-12
O=C(N/N=C/c1cn(-c2ccccc2)nc1-c1ccc2c(c1)OCCO2)c1ccncc1	-10	12	-3	5	2	-1	-79	-12
Cc1ccc2c(c1)cc1c(=O)n(CC(=O)NCc3ccccn3)nc(C)n12	4	1	14	-1	-7	3	-12	-13
COc1cc(/C=N/N2CCOCC2)ccc1OCc1ccccc1	-8	3	2	-1	13	3	10	-15
O=C(COc1cccc(Cl)c1Cl)NC1CC1	1	-11	-17	-9	-2	0	2	-3
O=C(c1ccc(COCC(F)(F)F)o1)N1CCCC1	-15	-7	2	-6	8	1	10	6
COc1ccccc1C(=O)N/C(=C\c1cn(S(=O)(=O)N(C)C)c2ccccc12)C(=O)NCCCN1CCOCC1	15	10	-2	-3	-2	1	-11	15
Cc1ccc(S(=O)(=O)N2CC=C(C(=O)NCCC(C)C)CC2)cc1	7	-7	5	-3	0	2	13	0
COc1ccccc1N1CCN(CCN(C(=O)c2ccc(F)cc2)c2ccccn2)CC1	0	-7	10	-4	0	0	7	5
O=[N+]([O-])c1ccc(C2=CSC3=NCCN23)cc1	13	-13	4	0	-19	2	2	-5
Cc1cnc(C(=O)Nc2ccc(OC(F)(F)F)cc2)cn1	-2	-4	2	-1	3	1	23	-2
CN1C(=O)N(C)C2C1N(CN1CCCCC1)C(=O)N2CN1CCCCC1 (stereo not drawn)	-3	-21	-7	3	-4	1	22	-4
CCOc1ccc2nc(NC(=O)c3cnc(C)cn3)sc2c1	11	-1	-5	5	-25	2	8	-6
CC1CCCCCCC1OC(=O)c1ccccc1C(=O)O (stereo not drawn)	-5	.	.	2	.	2	18	.
COc1ccc(-c2cc(C(=O)N3CCOCC3)no2)cc1OC	-7	-14	6	-8	3	1	8	-6
CNC[C@@H]1Oc2c(NC(=O)Nc3ccc(F)cc3)cccc2C(=O)N([C@H](C)CO)C[C@@H]1C	9	19	11	-4	0	0	5	3
Cc1nc(NC(=O)c2ccccc2[N+](=O)[O-])sc1C(=O)N(C)C	-9	-12	-3	11	11	0	9	3
O=C(CSc1ccc2nnc(-c3ccccn3)n2n1)Nc1ccc(F)cc1	5	-1	-6	-7	-10	2	-10	-1
